# CRFBP-R2 agonist = agonists of human CRF-binding protein/CRF-R2 receptor complex; activation, % at 13.2 µM; AID 588473; HEK293 CRF-R2/CRF-BP, calcium dye fluorescence (FLIPR); percent of saturating CRF peptide response; 350,000 tested, 0.46% active;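 active = activation of at least 50%, plus an integration ratio under a set limit after plate pattern correction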;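 note: plate controls were neutral control wells without compound for no effect and CRF at EC100 for full effect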
# M4 antag = blocks acetylcholine activation of human M4 receptor; P08173; CHO-hM4 cells, ACh EC80, Fluo-8 calcium fluorescence; inhibition, % at 3 µM; 360,000 tested, 0.73% active;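 active = inhibition above its plate's cutoff, the mean inhibition of sample wells plus 3 SD, cut at about 27% in these data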;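 note: 0% = acetylcholine EC80 with DMSO and 100% = DMSO without agonist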
# Target sequence (P08173 whole entry, looked up): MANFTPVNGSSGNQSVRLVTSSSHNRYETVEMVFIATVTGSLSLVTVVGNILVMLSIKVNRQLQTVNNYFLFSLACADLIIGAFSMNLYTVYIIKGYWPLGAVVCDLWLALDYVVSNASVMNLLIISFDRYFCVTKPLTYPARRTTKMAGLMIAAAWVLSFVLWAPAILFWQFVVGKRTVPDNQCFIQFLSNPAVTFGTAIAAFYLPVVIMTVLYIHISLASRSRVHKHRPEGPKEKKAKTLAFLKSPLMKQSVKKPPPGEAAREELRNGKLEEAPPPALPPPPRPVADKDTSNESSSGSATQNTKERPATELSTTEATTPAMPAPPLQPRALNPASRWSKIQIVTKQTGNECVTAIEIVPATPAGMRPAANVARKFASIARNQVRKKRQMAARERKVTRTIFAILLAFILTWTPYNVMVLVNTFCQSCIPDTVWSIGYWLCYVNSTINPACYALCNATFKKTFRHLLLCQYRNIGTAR
# M4 PAM = CHRM4 positive allosteric modulation. CHO-K1 hM4/Gqi5, Fluo-8 calcium fluorescence, ACh EC20; 0% = ACh EC20, 100% = maximal ACh. 360,000 tested, 0.4% active. activation, % at 3 µM. P08173. AID 624126;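 active = activation above its plate's cutoff, the mean activation of sample wells plus 3 SD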; note: some results filed as inactive read as strong as hits
# CHRM5 PAM = positive allosteric modulators of human muscarinic M5 receptor; P08912; CHO-K1 hM5, Fluo-8 calcium, ACh EC20 PAM; 0% = ACh EC20, 100% = ACh EC100; activation, % at 3 µM; 360,000 tested, 0.3% active; AID 624038;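 active = activation above the run cutoff, the mean activation of all test compounds plus 3 SD, cut at about 18% in these data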
#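 Assay system: CHO-K1 hM5 cells / Incubation: Fluo-8 loading 80 min at 37 °C plus 30 min room temperature / Technique: Fluo-8 calcium dye fluorescence, kinetic read / Repeats: single replicate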
# M5 ag = agonists of human muscarinic M5 receptor (CHRM5); activation, % at 3 µM; 360,000 tested, 0.19% active; CHO-K1 hM5 cells, Fluo-8 calcium fluorescence; 0% DMSO wells, 100% maximal acetylcholine response; P08912;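 active = activation above the run's mean over test compounds plus 3 SD, cut at about 23% in these data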;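 note: signal is peak over basal fluorescence ratio across the kinetic read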
# CHRM1 PAM = potentiates human M1 receptor response to acetylcholine | P11229 | 360,000 tested, 0.088% active | activation, % at 3 µM | CHO-K1 hM1, Fluo-8 calcium fluorescence, ACh EC20; 0% = ACh EC20, 100% = maximal ACh; in the data active = activation above about 19%, passing the limit was not always enough
# Target sequence (P11229 whole entry, looked up): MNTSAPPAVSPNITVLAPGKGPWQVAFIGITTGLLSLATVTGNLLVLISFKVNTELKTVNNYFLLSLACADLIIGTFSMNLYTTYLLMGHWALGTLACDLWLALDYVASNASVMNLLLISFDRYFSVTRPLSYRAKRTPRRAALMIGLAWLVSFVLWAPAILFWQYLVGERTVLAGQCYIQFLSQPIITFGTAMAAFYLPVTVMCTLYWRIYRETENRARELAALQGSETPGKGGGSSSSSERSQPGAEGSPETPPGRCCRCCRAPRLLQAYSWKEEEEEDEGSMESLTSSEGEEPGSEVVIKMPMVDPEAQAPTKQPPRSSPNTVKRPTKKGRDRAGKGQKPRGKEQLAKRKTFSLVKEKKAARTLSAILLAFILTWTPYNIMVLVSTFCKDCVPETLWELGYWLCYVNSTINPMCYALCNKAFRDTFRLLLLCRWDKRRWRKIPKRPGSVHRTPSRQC
# CHRM5 antagonist = CHRM5 antagonism in calcium assay | CHO-hM5 cells, Fluo-8 calcium fluorescence, ACh EC80 | inhibition, % at 3 µM | 360,000 tested, 0.59% active | AID 624040;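 active = inhibition above a per-plate cutoff, the mean of that plate's test compounds plus 3 SD, cut at about 27% in these data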;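 note: 0% = acetylcholine EC80 with DMSO and 100% = DMSO without agonist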
# M4 ag = CHRM4 agonism in calcium assay. activation, % at 3 µM. CHO-K1 hM4/Gqi5, Fluo-8 calcium fluorescence; vehicle 0%, full acetylcholine response 100%. 360,000 tested, 0.14% active. P08173. AID 624127;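 active = activation above the run mean over all test wells plus 3 SD, cut at about 32% in these data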;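 note: peak over basal fluorescence ratio per well then scaled between controls; 0% = DMSO wells and 100% = acetylcholine at EC100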
# CRFBP-R2 block = blocks CRF-induced signaling of the CRF-BP/CRF-R2 complex; HEK293 CRF-R2/CRF-BP, CRF-induced calcium fluorescence; inhibition, % at 11.8 µM; 350,000 tested, 0.59% active;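 active = inhibition of the ligand-induced calcium signal above about 50% at the single tested concentration, limit read from the data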
# An asterisk follows results filed as active; . = not tested or not shown.
SMILES,CRFBP-R2 agonist,M4 antag,M4 PAM,CHRM5 PAM,M5 ag,CHRM1 PAM,CHRM5 antagonist,M4 ag,CRFBP-R2 block
O=C(CSc1ccccc1C(=O)NCCCN1CCCC1=O)NCc1ccco1,5.6,1,-6,4,-1,0,-7,0,18
C(=N\N1CCN(Cc2cccc3ccccc23)CC1)/c1cccnc1,2.9,-1,-1,3,-1,-5,0,0,-23
Nc1c(C(=O)CSc2ncccn2)c(=O)[nH]c(=O)n1C1CC1,3.6,-18,12,7,-2,5,-13,1,-5
CCN1Cc2c(cc(OC)c(OC)c2OC)-c2ccccc2S1(=O)=O,-4.9,-25,2,-5,1,7,-17,5,22
Nc1ccc(O)cc1C(=O)OCC(=O)C12CC3CC(CC(C3)C1)C2,-1.2,0,4,-2,3,3,3,1,6
COc1ccc(C(=O)CSc2nnc(-c3cccnc3)n2Cc2ccco2)cc1,0.6,12,9,-3,0,4,-2,1,5
CC(C)Cc1nnc(NC(=O)CCC(=O)NC2CCCCC2)s1,-0.8,-2,6,2,-4,6,-2,1,-16
Cc1ccc(-n2c(C)nc3c(cnn3-c3ccc(C)c(C)c3)c2=O)cc1C,4.8,-7,-2,-5,4,-8,7,4,3
C/C(=C/c1oc2ccc(O)cc2c1[N+](=O)[O-])N(C)C,-18,5,-2,-4,-6,4,0,0,30
COc1ccc(N2C(=O)CC(N3CCN(c4cccc(Cl)c4)CC3)C2=O)cc1 (stereo unspecified),-1.0,-6,3,4,3,5,-2,1,-1
Cn1c(Cn2cnc3ccccc32)nnc1SCc1ccccc1,0.0,8,1,-5,0,7,10,4,4
Cc1cc(=O)oc2cc(OCC(=O)OCC(=O)Nc3ccc(C(C)C)cc3)ccc12,1.3,6,-6,-5,-4,-9,2,4,-2
Clc1ccccc1-c1nn2c(-c3ccccn3)nnc2s1,0.3,-11,4,2,-4,13,-1,1,2
CC(=O)NC(C)C(=O)OCC(=O)c1ccc(Cl)s1 (stereo unspecified),0.8,-2,5,-1,-1,5,-1,0,12
CC(OC(=O)CCN=C1NS(=O)(=O)c2ccccc21)C(=O)N(C)C1CCCCC1 (stereo unspecified),0.9,-6,11,1,4,9,8,2,11
CCCNC(=O)CSc1nc2ccccc2c(=O)n1CCC,-1.5,3,-7,-2,-1,2,8,-1,13
Cc1ccc2nc(NCc3ccc(F)cc3)c3nncn3c2c1,0.9,2,2,5,-5,11,4,1,2
Cc1ccc2c(c1)CCCN2C(=O)c1ccoc1C,-2.9,-4,4,2,-2,4,-2,1,-2
Cc1cccc(NS(=O)(=O)c2cccc(C(=O)NCc3ccccc3CN3CCOCC3)c2)c1,0.1,-6,-2,-6,6,-4,6,9,40
CCn1c(=O)c2cc(C(=O)N3CCOCC3)sc2c2ccccc21,-2.3,-7,4,-1,2,1,-6,9,-25
O=C(COC(=O)c1cc([N+](=O)[O-])ccc1NCc1ccccc1Cl)NCC(F)(F)F,-1.2,9,-1,-4,-2,-3,2,0,3
Cc1ccc(/C=N/NC(=O)c2ccc(-n3cnnn3)cc2)cc1,-1.6,5,-2,1,4,3,5,0,1
COc1ccc(NC(=O)C2(C)CCN2Cc2csc3ccccc23)cc1OC (stereo unspecified),.,-2,-8,-11,-1,-7,8,7,.
O=[N+]([O-])c1ccc(Oc2cccc3cccnc23)c(Cl)c1,-3.2,-12,-4,-5,-4,10,13,-3,0
CC(=O)Nc1ccc(S(=O)(=O)N(C)CC(=O)OC(C)C(=O)N(C)Cc2ccccc2)cc1 (stereo unspecified),0.3,-2,-5,-7,-5,3,15,1,-20
O=C(CSc1nnc2c3c4c(sc3ncn12)CCCC4)NCc1ccco1,-1.6,8,1,1,0,7,-1,1,-19
Cn1c(=O)c2cc(NCc3ccccc3)nnc2n(C)c1=O,-2.7,9,-11,-3,-1,5,8,1,37
COc1ccc(-c2nc(-n3c(C)c(C(C)=O)c(C(C)=O)c3C)sc2C)cc1,-1.6,12,-8,-7,0,0,3,2,9
Cc1ccc(Cn2cc(CN(C)C3CN(Cc4cn(Cc5ccc(C)cc5)nn4)S(=O)(=O)C3)nn2)cc1 (stereo unspecified),.,7,2,-2,5,.,10,5,.
CN(Cc1ccccc1)C(=O)c1[nH]cnc1C(=O)NCC(=O)OC(C)(C)C,-2.0,-2,2,7,1,2,4,1,12
COCCNC(=S)N/N=C(\C)c1cccc([N+](=O)[O-])c1,-2.8,-7,1,-2,-2,10,3,0,28
CC(=O)Nc1ccc(N(C(=O)c2ccco2)C(C(=O)NC2CCCCC2)c2ccccc2)cc1 (stereo unspecified),9.5,5,2,-1,1,5,12,1,1
CC(=O)Nc1ccc(C(=O)NC(C)c2ccc(-n3ccnc3)cc2)cc1 (stereo unspecified),4.5,-12,2,10,-3,10,-12,1,9
CC1CCN(CCOCCOc2ccc(Cl)cc2Br)CC1,4.5,5,-22,-2,-5,-17,-3,3,-8
O=C(O)c1ccsc1Cc1cccs1,-0.9,-6,6,-11,0,16,3,0,-9
CC(C)(C)OC(=O)N1CCC(NC(=O)c2nc[nH]c2C(=O)NCC(=O)OCc2ccccc2)CC1,-1.2,21,-6,-37,4,-12,23,28,7
Nc1ccc2nc(SCC(=O)N3CCOCC3)sc2c1,10,-7,-9,-2,-3,4,-10,1,-3
CCOC(=O)c1c(N)sc(C(O)(C(F)(F)F)C(F)(F)F)c1-c1ccc(Cl)cc1,2.1,6,-3,-6,-2,-1,3,0,13
O=C(/C=C/c1ccc(OC(F)F)cc1)OCC(=O)N1CCN(C(=O)c2ccco2)CC1,-0.1,11,-3,-5,3,2,4,6,2
O=C(O)Cc1cn(-c2ccccc2)nc1-c1ccccc1,-1.4,-11,-1,0,-1,7,4,1,4

# Taken from above.
# CHRM5 PAM with CC1CCN(CCOCCOc2ccc(Cl)cc2Br)CC1 → -2
# CHRM5 antagonist with CC(C)(C)OC(=O)N1CCC(NC(=O)c2nc[nH]c2C(=O)NCC(=O)OCc2ccccc2)CC1 → 23

# A second format for part of the listing above:
# The line under a structure holds: CRFBP-R2 agonist, M4 antag, M4 PAM, CHRM5 PAM, M5 ag, CHRM1 PAM, CHRM5 antagonist, M4 ag, CRFBP-R2 block
> O=C(COC(=O)c1cc([N+](=O)[O-])ccc1NCc1ccccc1Cl)NCC(F)(F)F
→ -1.2, 9, -1, -4, -2, -3, 2, 0, 3
> Cc1ccc(/C=N/NC(=O)c2ccc(-n3cnnn3)cc2)cc1
→ -1.6, 5, -2, 1, 4, 3, 5, 0, 1
> COc1ccc(NC(=O)C2(C)CCN2Cc2csc3ccccc23)cc1OC (stereo unspecified)
→ ., -2, -8, -11, -1, -7, 8, 7, .
> O=[N+]([O-])c1ccc(Oc2cccc3cccnc23)c(Cl)c1
→ -3.2, -12, -4, -5, -4, 10, 13, -3, 0
> CC(=O)Nc1ccc(S(=O)(=O)N(C)CC(=O)OC(C)C(=O)N(C)Cc2ccccc2)cc1 (stereo unspecified)
→ 0.3, -2, -5, -7, -5, 3, 15, 1, -20
> O=C(CSc1nnc2c3c4c(sc3ncn12)CCCC4)NCc1ccco1
→ -1.6, 8, 1, 1, 0, 7, -1, 1, -19
> Cn1c(=O)c2cc(NCc3ccccc3)nnc2n(C)c1=O
→ -2.7, 9, -11, -3, -1, 5, 8, 1, 37
> COc1ccc(-c2nc(-n3c(C)c(C(C)=O)c(C(C)=O)c3C)sc2C)cc1
→ -1.6, 12, -8, -7, 0, 0, 3, 2, 9
> Cc1ccc(Cn2cc(CN(C)C3CN(Cc4cn(Cc5ccc(C)cc5)nn4)S(=O)(=O)C3)nn2)cc1 (stereo unspecified)
→ ., 7, 2, -2, 5, ., 10, 5, .
> CN(Cc1ccccc1)C(=O)c1[nH]cnc1C(=O)NCC(=O)OC(C)(C)C
→ -2.0, -2, 2, 7, 1, 2, 4, 1, 12
> COCCNC(=S)N/N=C(\C)c1cccc([N+](=O)[O-])c1
→ -2.8, -7, 1, -2, -2, 10, 3, 0, 28
> CC(=O)Nc1ccc(N(C(=O)c2ccco2)C(C(=O)NC2CCCCC2)c2ccccc2)cc1 (stereo unspecified)
→ 9.5, 5, 2, -1, 1, 5, 12, 1, 1

# (cont.)
SMILES,CRFBP-R2 agonist,M4 antag,M4 PAM,CHRM5 PAM,M5 ag,CHRM1 PAM,CHRM5 antagonist,M4 ag,CRFBP-R2 block
COc1cc(C(C)=O)cc(OC)c1O,-3.0,-2,-1,-3,4,1,5,2,-6
Cc1cc(C)c(NC(=O)c2ccc[n+](Cc3ccc([N+](=O)[O-])cc3)c2)c(C)c1,-0.4,9,-1,-4,-3,0,12,0,7
O=C(CCNC(=O)C1CCN(S(=O)(=O)c2ccccc2)CC1)NCc1ccncc1,-1.6,0,-1,4,0,2,-11,0,25
CCOc1ccccc1N1CCN(C(=O)c2cc(C)oc2C)CC1,-1.6,-2,1,-6,4,5,2,5,-19
CN(C)c1cc(C(=O)N(C)c2ccccc2)ncn1,.,-15,6,-5,0,-6,0,1,.
Cc1cc(C)c2c(=O)[nH]c(SCC(=O)Nc3cccc(S(=O)(=O)N(C)C)c3)nc2n1,-0.6,-2,5,7,-2,6,13,3,-2
N/C(CN1CCCC1=O)=N\OC(=O)c1ccc(Cl)c(Cl)c1,0.7,-1,1,-1,0,2,-2,2,-6
COC(=O)CC1C(=O)NCCN1C(=O)c1ccc(S(=O)(=O)N2CCOCC2)cc1 (stereo unspecified),1.4,8,-6,0,2,5,6,0,-1
O=C(NCc1cc(C(F)(F)F)cc(C(F)(F)F)c1)C1CC(c2c(Cl)cccc2Cl)=NO1 (stereo unspecified),4.2,-9,5,-4,-4,1,9,1,-8
CCCCOc1ccc(S(=O)(=O)N2CCN(C)CC2)cc1,-2.4,-10,-19,-14,-2,7,8,2,4
Cc1cc(-c2c(C(=O)N3CCOCC3)c(C)nn2-c2cccc(C(F)(F)F)c2)no1,-1.4,-15,-5,-2,-3,4,3,6,11
N=C1/C(=C/c2cccn2Cc2ccc(Cl)cc2)C(=O)N=C2SC=CN12,-0.2,-11,0,-2,1,5,-3,-1,8
Cc1cccc(NC(=O)CSc2nnc(-c3ccc(S(=O)(=O)N4CCCC4)cc3)o2)c1,-0.2,-8,12,4,1,3,-8,1,5
C=CCC[C@H](Cc1ccc(F)cc1)C(=O)OC[C@H](C)NC(=O)[C@H](CC=C)CC(=O)N(CCO)Cc1ccccc1,-0.3,-3,-7,-19,1,-9,1,16,24
CCSc1nc(-c2ccccc2)c(-c2ccccc2)n1CC(O)CO (stereo unspecified),-0.2,-8,-3,-1,1,12,0,2,-10
COCCNC(=O)C1(C)CCCN(Cc2cc(-c3ccccc3)nn2C)C1 (stereo unspecified),.,1,4,-1,1,10,6,3,.
CCOC(=O)C1=C(COC(=O)c2ccc(OC)c(OC)c2OC)NC(=O)NC1C (stereo unspecified),1.0,-9,7,-9,3,3,-2,6,13
CCCC(=O)NCCc1cc2ccc(C)c(C)c2[nH]c1=O,-1.4,4,3,-1,2,9,-1,2,-9

# Just M4 PAM and M4 antag (2 entries from above):
structure	M4 PAM	M4 antag
C=CCC[C@H](Cc1ccc(F)cc1)C(=O)OC[C@H](C)NC(=O)[C@H](CC=C)CC(=O)N(CCO)Cc1ccccc1	-7	-3
CCSc1nc(-c2ccccc2)c(-c2ccccc2)n1CC(O)CO (stereo unspecified)	-3	-8

# Rows were taken by chance; 2.6% or so of the library scored in one or more.
